# Screening data (PubChem BioAssay)
# CAL PDZ FP-1: inhibitors of human CAL PDZ peptide binding | purified CAL PDZ, TMR-peptide fluorescence polarization, 1 h | inhibition, % at 20 µM | actives 0.02% (n = 330,000) | AID 504414;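 active = highest replicate inhibition of at least 40%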;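 note: plate controls were DMSO neutral control wells for no effect and unlabeled competitor peptide control wells for full effect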
#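 Material: tagged CAL PDZ domain; buffer or medium: 25 mM sodium phosphate pH 7.4, 150 mM NaCl, TCEP, IgG, Thesit; compound dosing: single point, 20 µM; schedule: 1 h incubation at room temperature before polarization reading; measured by: FP readout, S and P plane fluorescence; read-out basis: percent inhibition from loss of millipolarization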
# phage Ecoli inh: E. coli growth loss with phage present; growth absorbance; inhibition, % at 11.9 µM; actives 0.26% (n = 360,000); in the data active = inhibition above about 11%
# Tat transport: blocks Tat-dependent protein export in E. coli. E. coli MC4100 TorA-mCherry Tat export, fluorescence. inhibition, % at 10 µM. actives 0.036% (n = 340,000). AID 488895;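 active = mean replicate inhibition at least 50% and at least half of replicates individually reaching 50%; inconclusive = only one of the two criteria met; inactive = neither criterion met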;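 note: exported cargo escapes ClpAP degradation while cytoplasmic cargo is degraded and loses fluorescence; 0% = median of neutral control wells and 100% = median of NaSCN control wells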
# SR-BI DiI-HDL act: enhances SR-BI lipid uptake from DiI-HDL; CHO ldlA[mSR-BI] cells, DiI-HDL uptake fluorescence, 3 h; 100 = double the neutral-control signal; activation, % at 12.5 µM; actives 0.096% (n = 320,000); AID 504775;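 active = mean replicate activation of at least 60% and every replicate at or above 60%; inconclusive = mean or all-replicate condition met, but not both; inactive = mean below 60% and not all replicates reaching 60%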;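 note: 0% = median plate neutral-control signal and 100% = twice that signal; values of inactives mirror those of a sister screen read the other way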
#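 Test system: SR-BI-overexpressing, LDLR-lacking CHO cells; Medium: Ham's F12 with 0.5% BSA, HEPES 25 mM, pH 7.4; Schedule: 3 h, 37 °C; Technique: bottom-read fluorescence, 550/595 nm.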
# CAL PDZ FP-2: inhibitors of human CAL PDZ peptide binding. Q9HD26. purified CAL PDZ, TMR-peptide fluorescence polarization, 1 h. inhibition, % at 24.9 µM. actives 0.92% (n = 300,000). AID 602252;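 active = mean inhibition of at least 30% with at least half of replicates also reaching 30%; inconclusive = no clear call, values can overlap the other calls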;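 note: 0% = DMSO neutral control and 100% = excess unlabeled competitor peptide PRC23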
# AddAB inh: less growth of phage-infected E. coli with AddAB; E. coli expressing H. pylori AddAB, absorbance growth; AID 435030; inhibition, % at 11.9 µM; actives 0.29% (n = 330,000); in the data active = inhibition above about 12%;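 note: 0% = vehicle wells of infected cells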
# SR-BI DiI inh: mouse SR-BI HDL lipid transfer inhibition | AID 488896 | inhibition, % at 12.5 µM | ldlA[mSR-BI] CHO cells, DiI-HDL uptake fluorescence, 3 h | actives 0.96% (n = 320,000) | Q61009;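 active = mean replicate inhibition of at least 70% and a set share of replicates each scoring 70 or more; inconclusive = meets just one of the two criteria; inactive = fails both criteria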;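 note: 0% = median of neutral control wells and 100% = median of positive control wells; values of inactives mirror those of a sister screen read the other way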
# Target sequence (Q61009 whole entry, looked up): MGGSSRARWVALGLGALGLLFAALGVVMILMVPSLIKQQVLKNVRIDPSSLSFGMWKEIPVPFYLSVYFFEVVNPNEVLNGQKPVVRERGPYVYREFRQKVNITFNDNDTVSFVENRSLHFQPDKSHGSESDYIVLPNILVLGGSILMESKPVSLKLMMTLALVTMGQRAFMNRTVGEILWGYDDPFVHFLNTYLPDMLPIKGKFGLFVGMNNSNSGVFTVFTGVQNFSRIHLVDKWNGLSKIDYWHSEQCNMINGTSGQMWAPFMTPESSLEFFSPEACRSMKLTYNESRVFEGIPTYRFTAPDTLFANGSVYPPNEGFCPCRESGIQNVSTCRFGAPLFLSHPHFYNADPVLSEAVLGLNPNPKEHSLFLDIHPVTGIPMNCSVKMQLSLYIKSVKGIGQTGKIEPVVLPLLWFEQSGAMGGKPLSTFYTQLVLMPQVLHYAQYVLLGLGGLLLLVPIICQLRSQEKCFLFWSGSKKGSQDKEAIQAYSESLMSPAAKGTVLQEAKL
# E coli growth: bacterial growth inhibition, counter-screen for AddAB inhibitors | inhibition, % at 11.9 µM | E. coli V3065 growth, OD600 absorbance, 18 h | actives 0.27% (n = 330,000);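 active = inhibition above the campaign's mean inhibition across all tested compounds plus 3 SD, cut at about 9.9% in these data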;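 note: uninfected addAB+ strain grown without phage in ampicillin broth; 0% = DMSO wells and 100% = ciprofloxacin 0.95 µg/ml wells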
# MITF TRPM1 HTS: MITF TRPM1 promoter activation in melanoma cells; SK-MEL-5 TRPM1-promoter luciferase, 24 h; % of positive control, neutral wells = 0; activation, % at 12.5 µM; actives 0.75% (n = 300,000); AID 588334;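 active = mean activation of at least 80% with every replicate also reaching 80%; inconclusive = mean reaches 80% but some replicate falls short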;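 note: 0% = neutral control wells and 100% = parthenolide positive control wells; values of inactives mirror those of a sister screen read the other way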
# Wnt act: Wnt/beta-catenin pathway activation; Wnt/beta-catenin reporter cell assay, activator, plate reader; activation, % at 9.35 µM; actives 1.2% (n = 300,000); AID 743398; in the data active = activation above about 30%, passing the limit was not always enough; inconclusive = no clear call, values can overlap the other calls;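 note: 0% = neutral control wells and 100% = positive control wells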
# Starred values were filed as active, the others as inactive; ? = inconclusive; . = no result given.
# Sequence of screens: CAL PDZ FP-1	CAL PDZ FP-2	E coli growth	Wnt act	phage Ecoli inh	SR-BI DiI inh	MITF TRPM1 HTS	SR-BI DiI-HDL act	AddAB inh	Tat transport
> COc1ccc(N2CCN(S(=O)(=O)c3cccs3)CC2)cc1
    0.3	-1	-2.2	-1	1.5	24	-11	-24	-0.8	5
> Cc1ccc(COc2ccsc2C(=O)O)cc1
    -0.4	-2	.	0	2.6	0	7	0	.	1
> Cc1c(OC(C)C(=O)NCCN2CCOCC2)ccc2c3c(c(=O)oc12)CCCC3 (centres undefined)
    -0.6	67*	-2.0	1	1.4	7	-7	-7	1.8	9
> CN(CC(=O)Nc1cccc(F)c1)C(=O)c1cc(S(=O)(=O)N(C)C)ccc1N1CCCC1
    -1.8	-2	-1.1	2	2.6	-4	-3	4	4.5	3
> O=C(Nc1ccc2oc(=O)ccc2c1)c1ccc(-c2cccc([N+](=O)[O-])c2)o1
    .	.	1.3	2	-1.2	.	.	.	4.4	.
> O=S(=O)(c1ccccc1)N1CCNCC1
    -1.0	14	-0.2	3	2.4	.	.	.	-0.3	1
> COc1ccc(NC2CCCN(C(=O)CCc3cccc(F)c3)C2)cc1 (centres undefined)
    0.5	10	-2.6	-2	0.8	-11	-1	11	-0.4	-1
> CCOC(=O)C1C(c2ccc(O)c(O)c2)NC(=S)NC1(O)C(F)(F)F (centres undefined)
    -0.3	-1	1.4	-3	1.2	9	-8	-9	0.3	-3
> Cc1cccc(N2C(=O)C3C4C=CC(C5CC45)C3C2=O)n1 (centres undefined)
    -1.4	1	-1.5	1	-0.7	-15	-7	15	1.7	-2
> Cc1ccc2oc(=O)c3cnn(CC(=O)NC4CCN(Cc5ccccc5)CC4)c3c2c1
    -0.9	.	-4.2	-5	1.4	40	8	-40	-0.3	6
> O=C(CSc1nnc(CNC(=O)c2c(F)cccc2Cl)o1)NCc1ccc2c(c1)OCO2
    -1.5	1	-1.2	0	2.7	-16	-9	16	1.8	3
> Cn1c(N2CCN(C(=O)NC34CC5CC(CC(C5)C3)C4)CC2)nc2ccccc21
    -0.6	.	1.2	-3	2.9	-6	.	6	2.7	1
> C=CC[C@@H](CC(=O)N[C@@H](CO)Cc1ccccc1)C(=O)N[C@@H](COC(=O)[C@@H](CC=C)Cc1ccc(F)cc1)Cc1c[nH]c2ccccc12
    1.0	0	-3.0	-2	1.0	-51	-15	51	0.5	-5
> Cc1c(C(=O)NCCN2C(=O)S/C(=C\c3cccnc3)C2=O)cccc1[N+](=O)[O-]
    0.0	4	2.9	-4	-3.3	-46	-8	46	2.6	2
> O=C1[C@@H]2[C@@H](CN3CN(c4ccccc4)N=C(c4ccccc4)[C@@]23c2ccccc2)C(=O)N1c1ccccc1
    0.4	-2	.	-4	0.9	60	-1	-60	.	1
> CCCN1CCC(N2CCN(c3ccc([N+](=O)[O-])cc3)CC2)CC1
    -1.2	-2	-1.9	-1	2.0	-13	.	13	3.0	-8
> Cc1cccn2cc(-c3ccc(Cl)cc3)nc12
    -0.6	-1	1.8	10	1.8	31	6	-31	3.8	1
> O=C1CC(NCc2ccc3c(c2)OCO3)C(=O)N1CCc1ccccc1 (centres undefined)
    -2.7	-2	3.4	.	0.8	-14	-6	14	3.2	-3
> C/C(=N\NC(=O)CNC(=O)C1COc2ccccc2O1)c1ccco1 (centres undefined)
    -1.4	-5	-0.6	-4	3.5	-9	-4	9	-1.3	-5
> Cc1cc(/C=N/NC(=O)Cn2c3ccccc3c(=O)c3ccccc32)c(C)n1-c1ccccc1
    -0.7	0	-2.5	-8	2.3	-8	-4	8	2.6	-7
> Cc1csc(=S)n1-c1ccccc1
    .	-7	1.7	.	2.4	-24	6	24	0.8	6
> COc1cccc2c(=O)n(CC(=O)N3CCN(c4ccccc4)CC3)ccc12
    -0.7	.	-1.1	1	2.3	-20	.	20	-0.6	7
> Cc1cccc[n+]1CC(=O)Nc1cccc([N+](=O)[O-])c1
    -1.5	-3	0.1	-1	3.9	-19	4	19	3.4	8
> c1ccc(Nc2nc3ccccc3o2)cc1
    -0.6	2	2.2	.	1.0	-11	34	11	-0.9	1
> O=c1cc2c(nn1Cc1ccc(Cl)cc1Cl)-c1ccccc1CC2
    -1.9	0	0.9	1	3.8	-1	-3	1	-1.9	-4
> CN(C)C1=NC[C@H](Cc2ccccc2)N1CCC1CCCC1
    0.0	-8	-0.3	6	2.2	-20	2	20	2.7	1
> Cn1nnnc1SCC(=O)Nc1ncc(Cl)cc1Cl
    -3.1	-1	3.4	0	0.2	-33	3	33	0.7	2
> COC(=O)c1cc(C(=O)N2CCN(C(=O)c3ccco3)CC2)cc([N+](=O)[O-])c1
    -1.0	-5	-1.4	-2	-1.1	-14	-9	14	-2.4	-2
> Cc1ccc(Nc2nnc(SCC(=O)NC3CCS(=O)(=O)C3)s2)c(C)c1 (centres undefined)
    -2.1	0	-0.4	1	-3.0	-5	-2	5	4.3	-16
> CC(C)Cc1nnc(NC(=O)CCC(=O)NC2CCCC2)s1
    -2.3	-4	-1.8	1	-0.6	0	-5	0	1.9	2
> O=C(O)c1ccc(Sc2nnnn2-c2ccccc2)c([N+](=O)[O-])c1
    .	-11	-1.9	9	2.4	-52	3	52	-0.5	-11
> O=C1CC(c2ccco2)CC(O)=C1C=NCCN1CCN(C(=S)Nc2ccccc2)CC1 (centres undefined)
    -0.1	-7	-0.7	-9	2.7	2	.	-2	0.8	0
> O=C(NCc1ccccc1)C(c1ccccc1)N(C(=O)c1csnn1)c1ccc(F)cc1 (centres undefined)
    -1.9	-3	-1.4	2	-0.5	3	7	-3	3.6	-7
> CCc1ccc(/C=c2\s/c(=C\C(=O)C(C)(C)C)[nH]c2=O)cc1
    -1.6	0	-1.2	-4	2.8	31	0	-31	5.8	10
> CN1CCN(NC(=O)CN2C(=O)/C(=C/c3c(Cl)cccc3Cl)SC2=S)CC1
    -8.1	-32	-2.4	0	2.0	21	-14	.	0.5	2
> COC(=O)NCC(c1cccnc1)N1CCN(c2ccccc2F)CC1 (centres undefined)
    -0.2	0	-1.5	0	5.1	4	.	-4	0.2	-4
> Cc1ccc(NC(=O)c2ccccc2)s1
    0.0	.	2.9	.	4.1	12	38	-12	9.2	0
> O=C(NCc1cccnc1)c1ccc(NC(=O)c2cccc([N+](=O)[O-])c2)cc1
    -0.1	2	0.6	-1	2.8	35	1	-35	1.5	-7
> CCOc1ccc(C(=O)N2CCN(Cc3ccccc3)CC2)cc1OCC
    0.5	.	.	2	-0.6	-9	-2	9	.	-4
> N#C/C(=C\c1ccccc1[N+](=O)[O-])C(=O)NCc1ccccc1
    0.1	.	-3.1	11	-8.3	2	3	-2	3.2	5
> COC(=O)C(CC(C)C)NC(=O)c1ccc([N+](=O)[O-])cc1 (centres undefined)
    0.5	6	0.1	.	4.3	2	17	-2	-0.1	8
> O=C1CS/C(=C/C(=O)c2ccccc2)N1
    -2.6	1	-0.7	6	0.2	-5	5	5	-0.9	-1
> CCCn1c(NC(=O)c2ccccc2)nc2ccccc21
    -0.9	-1	-1.8	.	4.1	.	-6	.	-1.6	-1
> CCOc1ccc(C(=S)N2CCOCC2)cc1
    0.6	-4	-2.8	.	1.3	9	0	-9	0.6	7
> Cc1ccc2c(c1)CCCN2C(=O)c1cc(C)on1
    -3.1	-1	1.7	-1	2.0	-4	2	4	0.3	11
> COc1ccc(NC(=O)Nc2ccc(F)cc2)cn1
    .	-4	0.2	5	0.9	-20	48	20	-2.4	-2
> O=c1cc(O)c2c(=O)[nH]c(=O)n(-c3ccccc3)c2[nH]1
    -0.5	.	-0.4	0	0.6	-30	.	30	4.6	-1
> O=C(CSc1nnc2ccccn12)NNC(=O)c1ccc(Cl)cc1
    -0.3	1	-0.5	-2	-1.3	.	-2	.	-0.2	5
> CCOC(=O)C1CCN(C(=O)C(CC)c2ccccc2)CC1 (centres undefined)
    -1.5	5	-2.7	?	2.8	-12	-17	12	2.9	-6
> O=C(Nc1ccccn1)c1cc2cc([N+](=O)[O-])ccc2s1
    -1.2	.	0.2	14	0.8	56	45	-56	0.2	-5

# Further entries follow:
# Sequence of screens: CAL PDZ FP-1	CAL PDZ FP-2	E coli growth	Wnt act	phage Ecoli inh	SR-BI DiI inh	MITF TRPM1 HTS	SR-BI DiI-HDL act	AddAB inh	Tat transport
> CS(=O)(=O)Cc1ccc(C(=O)NNC(=O)c2cc(-c3ccccc3)n[nH]2)cc1
    -0.5	.	-0.2	3	3.2	6	14	-6	-0.8	8
> O=S(=O)(c1ccc(-n2cnnn2)cc1)N1CCC(N2CCCCC2)CC1
    -1.9	-5	0.0	-1	3.7	3	-4	-3	-1.5	3
> CC1(C)CC(=O)C=C(Nc2ccccn2)C1
    -0.9	0	-0.8	-5	1.3	-34	3	34	1.7	-9
> COc1ccc(N2CCN(C(CNC(=O)C(=O)NCc3ccc4c(c3)OCO4)c3ccco3)CC2)cc1 (centres undefined)
    -1.7	-4	0.2	0	0.1	.	-16	.	-0.2	-1
> CCOC(=O)c1sc2nc(N3CCOCC3)c3c(c2c1N)CC(C(C)C)OC3 (centres undefined)
    -2.2	-1	-1.5	-2	4.0	50	5	-50	1.0	-6
> O=C(Nc1ccccc1Cl)c1ccc2ccccc2c1
    0.0	0	-2.3	0	1.5	2	13	-2	-1.8	-22
> COc1ccc(CNC(=O)Nc2cccc3ccccc23)cc1
    -0.5	1	-0.5	4	4.5	13	8	-13	0.2	4
> COc1cccc(S(=O)(=O)Nc2ccc(C(=O)N3CCN(C(=O)c4ccco4)CC3)cc2)c1
    0.2	-4	-0.2	.	2.8	-4	6	4	0.7	8
> O=C(Cc1cccc([N+](=O)[O-])c1)Nc1cccc(C(=O)N2CCCCC2)c1
    -2.6	3	0.1	-2	0.9	15	-1	-15	0.4	-5
> Cc1occc1C(=O)NNC(=O)C1CC1
    -0.4	.	0.5	-6	1.9	.	6	.	-0.6	-4
> O=C(COc1ccccc1)N1CCN=C1SCc1ccc(F)cc1
    0.3	8	-0.2	-3	4.4	-7	-6	7	-1.2	-5
> O=C(O)c1c(C(=O)O)c(-c2ccc(F)cc2)n2c1CCC2
    -2.6	-4	-0.7	0	-1.4	-46	-1	46	-0.6	7
> CC(NC(=O)c1ccccc1Cl)c1nnc(SCC(=O)Nc2ccc(C(=O)O)cc2)n1C (centres undefined)
    .	11	-2.3	.	1.5	-4	-8	4	-2.9	-12
> C=CCNC(=O)c1cccc(OC2CCN(CC(C)(C)C)CC2)c1
    0.0	.	-1.3	-2	1.8	-18	.	18	-3.1	-7
